Assay outcomes as filed in PubChem.
MT stabilizer: microtubule stabilizers in HeLa cells, primary screen, imaging, high-content imaging; HeLa tubulin immunostaining HCS, 24 h; share of cells brighter than vehicle mean+2SD; % tubulin-high responders, % at 10 µM; actives 0.83% (n = 200,000);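 active = plate Z-score above 3 for both tubulin-high and condensed-nucleus cell shares, with cell loss under 80%, at 10 µM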;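 also: anti alpha tubulin signal scored within the nucleus-defined area of each cell; some results filed as inactive read as strong as hits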
Dynein transport: inhibitors of GR-EGFP nuclear translocation, primary screen, dynein cargo transport inhibitor project, imaging, high-content, 3617.4 mouse cells. test concentration mostly 20 µM; stimulated with dexamethasone, 1 µM; active compounds read low. z-score, hits read low. actives 0.47% (n = 220,000);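 active = plate z-score of nuclear minus cytoplasmic receptor signal below a set negative limit, without overly bright fluorescence or cell loss, cut at about -3.5 in these data, passing the limit was not always enough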;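 also: z-score of nuclear minus cytoplasmic ring GR-EGFP intensity difference per well; some compounds called inactive have numbers as strong as hits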
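Buffer or medium: tetracycline-free induction medium containing charcoal-stripped FBS / Reagent: dexamethasone agonist, 1.0 µM final, for 30 min / Technique: automated 10x imaging of fixed Hoechst-stained cells / Times: induction 48 h, compound 1 h, agonist 30 min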
bCat nuc transl: modulators of beta-catenin nuclear translocation, primary screen, imaging, HeLa cells, immunofluorescence, high-content | nuclear translocation activity, % at 5 µM | actives 0.3% (n = 190,000) | AID 1665, 2009;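 active = nuclear translocation activity above 50% at 5 µM, with a well cell count of 50 or more; inconclusive = wells under 50 cells across six images, flagged as toxic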;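 also: per-cell ratio of nuclear to cytoplasmic median beta-catenin stain intensity; plate controls were DMSO negative control for no effect and GSK-3 inhibitor IX positive control for full effect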
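System: HeLa cells, endogenous beta-catenin; compound dosing: 5 µM primary single dose, 0.1% DMSO, 0.02–20 µM confirmation series; incubation: 24 h compound exposure at 37°C, 5% CO2; signal: beta-catenin immunofluorescence imaging with DAPI; evaluation: % activation, nuclear-to-cytoplasmic median beta-catenin signal ratio per cell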
Autophagy mod: autophagy modulators in MEF cells, primary screen, imaging, high-content, MEF GFP-LC3; actives 0.98% (n = 190,000); MEF GFP-LC3 puncta imaging; test concentration mostly 10 µM; calls only at 10 µM (by protocol);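 active = percentage of spot-positive cells more than 3 SD above its plate mean, without a fluorescence outlier flag or 80% toxicity; inconclusive = no clear call, values can overlap the other calls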;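 also: spot-positive cell cutoff set from DMSO-treated cells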
AID2073: inhibitors of Mint1-CaV2.2 protein interaction, biochemical, HTRF (AID 2073) | Voltage-dependent N-type calcium channel subunit alpha-1B (Homo sapiens) | HTRF protein-protein interaction, Mint1-CaV2.2; higher % means a stronger effect | inhibition, % at 20 µM, or IC50 in µM where a hit was titrated | actives 0.19% (n = 290,000); in the data active = inhibition mostly above about 51%, no sharp cut-off; inconclusive = no clear call, values can overlap the other calls; inactive = mostly below about 53%; also: some results filed as inactive read as strong as hits
Ins promoter up: insulin promoter activators in MIN6 cells, imaging, high-content screening, mouse beta cells. MIN6 insulin promoter-GFP reporter; active compounds read high. z-score at 5 µM. actives 0.3% (n = 190,000). AID 1625, 2009;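 active = z-score above 3 at 5 µM with at least 500 cells counted in the well; inconclusive = wells under 500 cells, flagged as cytotoxic or low count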
HIV peptide binding: inhibitors of HIV fusion peptide binding, primary screen, biochemical, uHTS, fluorescence dequenching (AID 1986) | inhibition, % at 20 µM; hits with a dose series show IC50 in µM | actives 0.3% (n = 290,000) | cell-free peptide binding, fluorescence dequenching, 30 min; higher % means a stronger effect; in the data active = inhibition mostly above about 52%, no sharp cut-off; inactive = mostly below about 76%; also: some results filed as inactive read as strong as hits
WT yeast gro inh: growth inhibition of WT strain, primary screen, mitochondrial fusion inhibitor project, WT and mutant strains, chemical genetic | mitochondrial fusion phenotypic screen | inhibition, % at 10 µM | actives 2.1% (n = 190,000); in the data active = inhibition above about 58%; tested in S. cerevisiae
Yfh1-depleted yeast: enhancers of respiration in Yfh1-depleted yeast, dose response, Friedreich's ataxia, plus single-dose screen (AID 1465); S. cerevisiae Yfh1-off respiration, WST-1 reduction, 72 h; higher fold induction means a stronger effect; fold induction at 50 µM, or EC50 in µM where a hit was titrated; actives 0.074% (n = 220,000);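 active = fold induction of absorbance versus untreated yeast above a set limit, then at least 30% activation at any dose in follow-up; inconclusive = repeats straddling the limit, or above it without dose testing; inactive = fold induction below the set limit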;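 also: activators that raise dye reduction in frataxin-depleted yeast; strong numbers were not always called active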
WT yeast gro inh mutant strain: second read-out of WT yeast gro inh, no call of its own (marks repeat the call); inhibition, %; mitochondrial fusion phenotypic screen, mutant strain inhibition
Dynein transport cytoplasmic EGFP: further read-out of Dynein transport, marked with its call; z-score; measured here: cytoplasmic GR-EGFP intensity; active compounds read high
Dynein transport nuclear GR-EGFP: recorded beside Dynein transport, whose call it bears; z-score; measured here: nuclear GR-EGFP intensity;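 lower value marks the stronger effect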
Dynein transport cell count: also measured in Dynein transport; calls as there; z-score; measured here: cell count per field
Ins promoter up cell count: also measured in Ins promoter up; calls as there; cell count; measured here: cytotoxicity, nuclei count;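 total cells summed across four imaged fields per well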
bCat nuc transl cell count 5 µM: also measured in bCat nuc transl; calls as there; cell count; measured here: cell count, cytotoxicity flag
MT stabilizer Hoechst-high %: second read-out of MT stabilizer, no call of its own (marks repeat the call); % Hoechst-high responders; measured here: nuclear condensation Hoechst responders;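 share of cells brighter than vehicle mean plus two SD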
MT stabilizer cytotoxicity %: second read-out of MT stabilizer, no call of its own (marks repeat the call); toxicity, %; measured here: cytotoxicity by cell density;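 0% = mean cell density of plate MIN control wells and 100% = no cells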
Autophagy mod cell loss 18 h: second read-out of Autophagy mod, no call of its own (marks repeat the call); toxicity, %; measured here: cell loss, nuclei count;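 cell loss after 18 h compound exposure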
* = called active by the depositor; i = inactive; ? = inconclusive; / = no result given. The order is random; 4.2% or so of the library scored in one or more.

The line under a structure holds: MT stabilizer, MT stabilizer Hoechst-high %, MT stabilizer cytotoxicity %, Dynein transport, Dynein transport cytoplasmic EGFP, Dynein transport nuclear GR-EGFP, Dynein transport cell count, bCat nuc transl, bCat nuc transl cell count 5 µM, Autophagy mod, Autophagy mod cell loss 18 h, AID2073, Ins promoter up, Ins promoter up cell count, HIV peptide binding, WT yeast gro inh, WT yeast gro inh mutant strain, Yfh1-depleted yeast
O=C(Cn1nc2n(c1=O)-c1ccccc1SC2)N/N=C/c1cccnc1
    /, /, /, 0.73, -0.25, 0.15, 0.13, -0.1, 1215, /, /, 22%, 0.08, 1143, -0.6%, /, /, i
Cc1cccc(CSc2nnc(CCCCCNC(=O)OC(C)(C)C)o2)c1
    /, /, /, 0.92, -0.21, 0.89, 0.57, -2.1, 1364, /, /, -9%, 0.29, 1084, -1.7%, /, /, i
CC(C)Oc1cccc(NC(=O)c2cnccc2C(F)(F)F)c1
    /, /, /, 0.24, -0.25, -0.11, -0.33, -0.3, 1232, /, /, 4%, 0.7, 1469, -0.5%, /, /, i
COCCNc1nc2nonc2nc1N(C)Cc1ccc(C)cc1
    2.6, 1.1, 1.4, -0.8, -0.3, -0.32, 0.98, 1.8, 963, i, -32, 10%, -0.3, 1472, -0.1%, 5, 9, i
COC(=O)Nc1ncc(CN2C(=O)c3ccccc3C2=O)s1
    2.6, 2.0, 5.1, 0.37, -0.24, 0.17, 0.44, /, /, i, -2, -5%, -0.09, 1269, -0.8%, 6, 15, i
O=C(NCc1ccccc1)C1=C[C@@H](c2coc3ccccc3c2=O)C[C@@H](OCCCCO)O1
    1.4, 0.6, 3.4, 2, -0.1, 1.6, -2.3, -1.1, 1030, i, 10, -6%, 0.32, 1462, -2.4%, -8, 7, i
CC(C)CCNC(=O)C1CCCN1C(=O)NC1CCCCC1 (stereo not drawn)
    4.3, 1.4, 2.1, 3.6, -0.15, 1.7, -2, -4.6, 603, i, 6, -4%, -0.11, 1216, 2.1%, -7, 8, i
OCC1(CCOc2ccccc2)CCN(CC2=Cc3cc(Cl)ccc3OC2)CC1
    1.8, 0.8, 1.2, 0.43, -0.23, 0.48, -0.63, 0.7, 937, i, 5, 8%, -0.4, 1365, -1.0%, 90*, 86*, i
O=C(CCCOc1ccc(Cl)cc1Cl)N/N=C/c1cccc([N+](=O)[O-])c1
    2.4, 1.9, 4.2, -0.33, -0.26, -0.45, 0.64, 2.0, 1050, i, 21, -1%, 0.52, 1225, -2.5%, -3, 1, i
O=C(C1CCN(c2nnc(-n3cccc3)s2)CC1)N1CCN(c2cccc(C(F)(F)F)c2)CC1
    3.2, 2.2, 9.3, 0.16, -0.28, 0.24, -0.013, 4.2, 1319, i, 17, -5%, -1.8, 552, -0.1%, 15, -46, i
COc1nc(-c2ccccc2)cc(C(F)(F)F)n1
    3.2, 2.2, 11, 0.63, -0.22, 0.021, -1.1, -3.1, 1184, i, 0, 3%, -0.15, 1284, 0.5%, 16, 21, i
CCN(CC)C(=O)CSc1nnc(-c2cnccn2)n1-c1ccc(C)cc1
    5.4, 3.6, 3.5, -0.26, -0.22, 0.33, -0.042, -2.2, 999, i, 3, ?, -0.37, 1098, 0.8%, -3, 9, i
O=C(Nc1ccccc1)c1c(F)cccc1F
    0.9, 1.2, 6.0, -0.23, -0.017, 0.2, 0.14, 2.1, 1083, i, 0, 2%, 0.94, 824, -1.5%, -7, 0, i
O=C(CSc1nc2ccccc2o1)c1ccc2c(c1)OCCO2
    1.9, 1.6, 14, -0.77, 1.9, 0.28, 0.72, /, /, i, 7, 5%, -0.83, 1342, 0.0%, -2, 5, i
CCOC(=O)C(=O)/C(=C\N(C)C)c1onc(-c2c(F)cccc2Cl)c1C(=O)OC
    0.6, 1.7, 7.4, -0.5, -0.2, -0.66, 0.48, -0.3, 1140, i, -5, -7%, -0.07, 1903, 3.6%, -7, 5, i
O=C(CSc1nc2ccc(NC(=O)C3CCCCC3)cc2s1)NCC1CCCO1 (stereo not drawn)
    1.4, 3.5, 12, -0.64, -0.3, -0.72, 0.71, /, /, i, 4, 1%, -0.36, 1174, 0.8%, -1, -14, i
CCCCNC(=O)c1ccc2c(SCC(=O)O)c3c(nc2c1)CCCC3
    3.4, 3.3, 2.3, 0.41, -0.18, 1.3, -0.44, -0.4, 471, i, -16, 8%, -0.03, 1036, 0.3%, 0, -13, i
COc1ccc(C2=NOC3(CC(=O)N(c4ccc(F)cc4)C3=O)C2)cc1 (stereo not drawn)
    /, /, /, -0.05, -0.17, -0.058, -0.55, 0.8, 1273, /, /, 14%, 0.27, 1101, 2.4%, /, /, i
CC(=O)OCCN(CCOC(C)=O)c1c(C)[nH]c(=O)[nH]c1=O
    2.3, 3.8, 8.3, 2.5, 0.076, 1.8, -1, 3.7, 1373, i, -4, 2%, 0.81, 1538, -1.9%, 8, 6, i
O=C(Nc1cccnc1)c1cccs1
    2.5, 2.4, 3.7, -1, -0.22, -0.23, 0.075, /, /, i, 40, 4%, 1.8, 1212, -0.3%, -11, -17, i
CN(C(=O)COC(=O)c1cccnc1Nc1ccccc1F)C1CCS(=O)(=O)C1 (stereo not drawn)
    1.3, 2.8, 9.8, 0.92, 0.36, 1.2, -1, /, /, i, 7, 4%, 0.48, 1211, -2.9%, -8, 6, i
Cc1ccc2oc(=O)c3cc(C(=O)NCCN4CCN(C)CC4)sc3c2c1
    1.7, 3.0, 5.7, -0.097, -0.18, 0.18, 0.24, -1.6, 1140, i, -9, 6%, 0.62, 1750, 1.0%, 3, -7, i
O=C(CSc1nc(-c2ccc(Cl)cc2)[nH]c(=O)n1)Nc1cccc(Cl)c1
    /, /, /, 0.15, -0.26, 0.52, 0.43, -0.9, 1331, /, /, -4%, 0.52, 966, 60%, /, /, i
Cc1ccc(-c2nc(CS(=O)CC(=O)NCCC(C)C)c(C)o2)cc1 (stereo not drawn)
    1.9, 4.7, 13, -0.33, -0.12, 0.018, -0.28, /, /, i, -7, -6%, -0.72, 871, 2.4%, 9, 2, i
CC(C(=O)N1CCOCC1)c1ccc([N+](=O)[O-])cc1 (stereo not drawn)
    2.6, 2.2, 4.2, -0.66, -0.19, -0.046, 0.46, 0.8, 1084, i, -7, -5%, 0.09, 1439, 1.0%, -26, -20, i
COc1ccc(C(=O)/C=C/c2cccs2)c(OC(=O)N2CCOCC2)c1
    1.7, 3.2, 10, -2.4, 0.094, -1.2, -0.58, -2.9, 1139, i, 13, 0%, 0.78, 1287, 1.3%, -3, 12, i
CCOc1ccccc1NC(=O)NC1(C(=O)N2CCOCC2)CCCCC1
    5.9, 2.5, 5.7, 0.12, -0.031, 0.39, 0.0077, -0.1, 1140, i, 11, 4%, 0.3, 1354, -2.1%, -2, 4, i
O=C(NC(=S)Nc1ccc2oc(=O)ccc2c1)c1cc2ccccc2o1
    /, /, /, -0.72, -0.21, 0.051, 0.25, 0.8, 1275, /, /, 31%, -0.03, 1050, -0.8%, /, /, i
CN(C)c1nc(-c2ccccc2)c2cnn(Cc3ccccc3)c2n1
    4.4, 3.3, 3.1, 0.5, -0.41, 0.19, 0.17, -0.4, 1094, i, -1, 15%, -1.3, 1010, -1.4%, 29, 13, i
COc1ccc(NC(=O)C23CC4CC(C2)CC(n2cnc(Br)n2)(C4)C3)c(OC)c1
    5.1, 3.0, 9.8, -0.54, -0.21, -0.49, 1.4, -1.2, 1024, i, -43, -2%, 0.71, 807, -1.5%, 2, 13, i
CCOC(=O)c1csc(NC(=O)CSc2nnnn2-c2ccc(OC)cc2)n1
    3.8, 4.8, 5.1, 0.31, -0.084, 0.5, 0.56, -0.6, 1011, i, 3, 6%, -0.7, 1438, 5.2%, -25, -24, i
O=C(c1cccc(S(=O)(=O)N2CCCC2)c1)c1cccc(S(=O)(=O)N2CCCC2)c1
    2.0, 2.1, 11, -0.6, -0.13, -0.35, 1.1, -5.3, 980, i, 22, 24%, -0.18, 1364, -1.9%, 13, 5, i
CC1(C)NC(=O)N(CCCCOc2ccc(Br)cc2Cl)C1=O
    2.2, 1.7, 8.2, 0.72, -0.14, 0.34, -0.29, /, /, i, -4, 3%, /, /, -0.3%, 0, 13, i
COc1ccc2c(c1OC)C(=O)N(c1ccc3c(c1)CCC3)C2=O
    3.3, 3.0, 6.2, 0.1, -0.17, 0.11, 0.25, 1.0, 1167, i, 24, 10%, -0.02, 1137, 5.9%, -4, 5, i
Cc1ccc(S(=O)(=O)N2CCC(C(=O)O)CC2)cc1C(=O)O
    2.4, 1.4, 4.3, -0.94, -0.22, -0.32, 0.78, -6.2, 1025, i, 7, -10%, 0.73, 1116, -0.5%, -6, 5, i
O=C(NCc1ccccc1)c1ccc(S(=O)(=O)N2CCCC2)cc1
    2.5, 2.0, 10, 0.2, -0.21, -0.091, 1.6, -0.1, 931, i, 74, 13%, /, /, 3.7%, /, /, i
Cc1ccc(S(=O)(=O)NCCc2nnc3ccc(SCC(=O)Nc4nc5ccccc5s4)nn23)cc1
    2.9, 2.8, 1.1, -0.17, -0.18, -0.3, 0.64, -0.3, 960, i, 5, 0%, -0.06, 1302, -0.4%, 7, 20, i
O=C(Nc1ccc2c(c1)OCCO2)c1cccc(S(=O)(=O)N2CCCCC2)c1
    2.1, 1.5, 12, 0.2, 1, 0.39, 0.067, 2.1, 1112, i, -14, -3%, /, /, -1.5%, 7, 5, i
